Bioassay records (PubChem BioAssay)
MEKK2 WT-MEK5: raises or lowers MEK5 binding to wildtype human MEKK2 PB1 domain; bead flow cytometry, Alexa488-MEK5 binding to MEKK2 WT; actives lie on both sides; 290,000 compounds, 1.1% hits; binding response (% of control), % at 10 µM; in the data active means binding response below about 67% or above about 130%
MEKK2mut PB1 HTS: signal of MEK5 binding to mutant human MEKK2 PB1 domain. 290,000 compounds, 0.35% hits. bead flow cytometry, Alexa488-MEK5 binding to MEKK2 mutant. percent response, % at 10 µM; in the data active means percent response above about 24%, passing the limit was not always enough; further: inactives centre near 1; some results filed as inactive read as strong as hits; reference of the scale not given here
MEKK3 PB1 HTS: modulators (inhibitors or enhancers) of MEK5 binding to human MEKK3 PB1 domain; AID 1529; bead-based flow cytometry, Alexa488-MEK5 binding to MEKK3; actives lie on both sides; 0 = blocked by unlabeled MEK5, 100 = vehicle; Q99759; binding response (% of control), % at 10 µM; 290,000 compounds, 1.4% hits;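 active means binding response more than 3 SD above or below the average of its plate-row segment, actives on both sides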;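 further: Alexa488 bead fluorescence after subtracting the streptavidin-only scavenger bead signal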
V1aR counter: activates human V1a receptor in oxytocin agonist counter-screen. activation, % at 3 µM. CHO-V1R cells, Fluo-8 calcium fluorescence, agonist mode; 0% DMSO, 100% 3 nM vasopressin. P37288. AID 2797. 320,000 compounds, 0.25% hits;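 active means activation above the mean activation of all tested compounds plus 3 SD, per screening run, cut at about 20% in these data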;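 further: signal is peak over basal fluorescence ratio across a 100 second FLIPR read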
NALP1 inh: NALP1 inhibition. inhibition, % at 10 µM. 280,000 compounds, 0.61% hits. AID 2071. S. cerevisiae NALP1/ASC/caspase-1 growth, X-gal OD620, 72 h; in the data active means inhibition mostly above about 24%, no sharp cut-off; inactive means mostly below about 32%; further: some compounds called inactive have numbers as strong as hits
GalR3 antagonist: human GalR3 antagonism; O60755; HEK293 GalR3-CNG cAMP membrane potential fluorescence; galR3 body fused to GalR1 C-terminus; inhibition, % at 3 µM; 360,000 compounds, 0.44% hits; AID 651719;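 active means inhibition above the screen-wide average plus 3 SD, cut at about 13% in these data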;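 further: forskolin and galanin both at EC90 stimulate the cells; cAMP rise reported by CNG channel membrane potential dye signal; 0% = forskolin plus galanin with DMSO and 100% = forskolin alone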
Target sequence (O60755 1-299 limits assumed): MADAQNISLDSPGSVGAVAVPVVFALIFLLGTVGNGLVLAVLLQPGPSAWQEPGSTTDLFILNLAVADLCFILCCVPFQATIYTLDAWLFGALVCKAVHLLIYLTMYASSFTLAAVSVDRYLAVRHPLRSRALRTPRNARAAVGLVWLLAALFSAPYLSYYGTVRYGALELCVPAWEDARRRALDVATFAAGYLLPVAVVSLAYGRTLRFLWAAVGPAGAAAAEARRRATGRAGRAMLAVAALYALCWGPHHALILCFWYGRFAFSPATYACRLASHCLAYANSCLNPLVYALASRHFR
PHOSPHO1 block: inhibitors of human PHOSPHO1 phosphatase; inhibition, % at 13.3 µM; AID 1565; 290,000 compounds, 1.1% hits; recombinant PHOSPHO1, absorbance phosphatase assay; in the data active means inhibition above about 60%
GPR7 antagonist: human neuropeptides B/W receptor 1 antagonism. P48145. GPR7-expressing cells, fluorescence antagonist assay. inhibition, % at 4.4 µM. 290,000 compounds, 1.1% hits. AID 1861; in the data active means inhibition above about 16%, passing the limit was not always enough;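 further: cells stimulated with the agonist NPW; 0% = agonist with vehicle and 100% = vehicle without agonist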
Target sequence (P48145 whole entry, looked up): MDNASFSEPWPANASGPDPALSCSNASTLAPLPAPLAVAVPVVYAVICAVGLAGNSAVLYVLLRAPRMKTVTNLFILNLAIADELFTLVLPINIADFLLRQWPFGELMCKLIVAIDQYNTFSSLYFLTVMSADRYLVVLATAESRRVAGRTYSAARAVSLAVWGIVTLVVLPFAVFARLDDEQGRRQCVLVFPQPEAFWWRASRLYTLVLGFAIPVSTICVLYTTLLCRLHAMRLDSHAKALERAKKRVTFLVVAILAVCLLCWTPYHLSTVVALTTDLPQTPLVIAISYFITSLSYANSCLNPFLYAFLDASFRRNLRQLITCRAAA
OXTR agonist: agonists of human oxytocin receptor | P30559 | CHO-OTR cells, Fluo-8 calcium fluorescence; normalized: DMSO 0%, oxytocin 100% | activation, % at 3 µM | 320,000 compounds, 0.32% hits;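 active means activation above the mean of all tested compounds plus 3 SD, cutoff set per screening run, cut at about 20% in these data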;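 further: peak over basal fluorescence ratio from a 100 s FLIPR kinetic read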
Target sequence (P30559 whole entry, looked up): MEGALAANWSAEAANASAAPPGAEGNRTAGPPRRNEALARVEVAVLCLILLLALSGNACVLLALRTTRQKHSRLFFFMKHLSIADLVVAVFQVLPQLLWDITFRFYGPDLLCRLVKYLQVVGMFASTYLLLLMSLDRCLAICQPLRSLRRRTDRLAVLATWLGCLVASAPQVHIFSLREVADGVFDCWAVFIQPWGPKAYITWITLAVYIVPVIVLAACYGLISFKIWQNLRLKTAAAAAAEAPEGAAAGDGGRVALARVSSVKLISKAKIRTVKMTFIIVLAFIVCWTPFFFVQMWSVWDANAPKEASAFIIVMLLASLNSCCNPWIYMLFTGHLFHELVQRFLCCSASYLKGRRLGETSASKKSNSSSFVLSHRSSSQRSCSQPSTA
* = called active by the depositor; nt = not tested or not shown. Outcome played no part in choosing rows (roughly 5.4% active in at least one column).

canonical_smiles,MEKK2 WT-MEK5,MEKK2mut PB1 HTS,MEKK3 PB1 HTS,V1aR counter,NALP1 inh,GalR3 antagonist,PHOSPHO1 block,GPR7 antagonist,OXTR agonist
Nc1cccnc1S(=O)(=O)c1ccccc1,108,17,108,0.9,9,-11,7,-5,0.9
COc1ccc(OC)c(C(=O)NC(CC(N)=O)c2ccc(NCCN3CCCC3)c([N+](=O)[O-])c2)c1 (configuration not stated),102,6,100,0.6,15,-3,10,1,0.0
CN(Cc1ccccc1)C(=S)Nc1ccc2nc3n(c(=O)c2c1)CCCCC3,101,0,101,1.5,-6,-4,13,-10,1.6
COc1cccc(NC(=O)CN(C)S(=O)(=O)c2ccc3[nH]c(=O)oc3c2)c1,97,5,97,0.1,0,1,58,2,0.1
COc1ccc(-n2c(SCC(=O)N3CCOCC3)nc(O)c(Cc3ccccc3)c2=O)cc1,94,-3,96,-0.2,-10,3,7,-1,0.0
Cc1ccc(O)c(C(=O)CC(=O)c2ccccc2Cl)c1,98,-6,102,-0.5,1,-1,41,-7,-0.9
CCOC(=O)C1=C(C)N=c2s/c(=C\C(=O)OC)c(=O)n2C1c1ccc(OC)cc1 (configuration not stated),96,0,102,-0.2,8,0,-7,-9,0.3
CCOC(=O)Cc1nc2ccccc2n(CC#N)c1=O,98,-5,96,0.7,2,-6,20,-1,0.9
COc1ccc(-c2ccc3oc(-c4ccc(OC)cc4)c(-c4cc(OC)c(OC)c(OC)c4)c3c2)cc1,103,5,109,0.0,nt,0,nt,nt,-0.4
C(=N\N1CCN(C2c3ccccc3-c3ccccc32)CC1)/c1cccs1,104,0,101,-0.6,6,4,18,-1,0.2
O=S1(=O)Cc2cc3ccccc3cc2C1,95,-2,99,0.1,22,-6,16,-5,-0.9
COc1ccc(/C=N/NC(=O)c2cc3c(OC)ccc(OC)c3[nH]2)cc1O,99,-1,97,0.9,-1,3,nt,16,1.2
CCOC(=O)/C(=C\C=C1/Sc2cc(OCC)c(OCC)cc2N1CC)C(C)=O,97,-5,119,92*,35,-10,0,11,148*
COc1ccccc1CNC(=O)C1CCCN(S(=O)(=O)c2cccc3nsnc23)C1 (configuration not stated),92,-8,94,4.3,8,-6,22,6,1.1
COc1ccc(C)cc1NC(=O)CSc1nnc(CC(=O)Nc2cccc(C(F)(F)F)c2)n1C,104,4,99,0.1,3,-4,3,5,0.0
Cc1nn(C)c(C(=O)N/N=C/c2ccc(Br)cc2)c1Cl,108,2,104,0.0,20,-3,7,4,-2.2
COc1ccc(C(C(=O)NC2CCCCC2)N(C(=O)c2ccccn2)c2cccnc2)cc1 (configuration not stated),99,4,96,0.2,-18,2,-15,-16,-0.3
CN(C)S(=O)(=O)c1cccc(NC(=O)c2ccc3nccnc3c2)c1,91,-17,90,3.9,-10,-3,2,-9,4.0
O=C(O)Cn1nc2ccccc2n1,84,-9,86,-0.2,10,-5,24,-10,0.3
O=C(NCCCCCCNC(=O)OC1CCS(=O)(=O)C1)OC1CCS(=O)(=O)C1 (configuration not stated),101,2,99,-0.5,-11,0,12,-7,-1.1

(continued)
canonical_smiles,MEKK2 WT-MEK5,MEKK2mut PB1 HTS,MEKK3 PB1 HTS,V1aR counter,NALP1 inh,GalR3 antagonist,PHOSPHO1 block,GPR7 antagonist,OXTR agonist
CCc1ccc(OCC(=O)N2CC(C(N)=O)Oc3ccccc32)cc1 (configuration not stated),100,-2,100,2.5,20,-7,31,18,1.1
O=C(CCN1C(=O)/C(=C\c2ccccc2F)SC1=S)Nc1ccc(C(=O)O)c(O)c1,102,7,102,-1.2,6,-3,28,-8,-0.6
Cc1nc(Nc2ccccc2)c2oc3ccc(Cl)cc3c2n1,94,-1,94,-0.7,21,-11,20,0,-2.6
CCOc1ccc(N2CC(C(=O)Nc3ccc(OC)c(S(=O)(=O)N4CCCCC4)c3)CC2=O)cc1 (configuration not stated),102,-1,102,-0.7,13,-4,8,-5,-2.2
COC(=O)CC1=C(C(=O)OC)[C@@H](c2ccccc2[N+](=O)[O-])C(C#N)=C(N)O1,99,-2,100,0.2,-10,0,-10,-3,0.9
CCCCn1c(SCC(=O)Nc2nnc(C)s2)nnc1-c1ccncc1,95,-3,92,0.7,8,-10,20,-9,-0.6
CCCCN(C)C(=O)c1cc2cc3ccc(OC)cc3nc2o1,104,-1,102,0.3,12,-5,38,22,-1.7
O=S(=O)(NC1CCCCC1NCc1ccco1)c1ccccc1 (configuration not stated),103,1,103,0.2,19,-2,-2,12,-1.1
Cc1ccc(NC(=O)CCC(=O)NNC(=O)c2ccco2)cc1C,114,12,111,-0.5,2,-5,-8,-2,0.3
O=C(N=Nc1c(O)[nH]c2ccc([N+](=O)[O-])cc12)c1ccccc1Cl,98,1,96,-0.3,-7,-4,55,0,0.1
Cc1nn(C)c2ncc(C(N)=O)c(Oc3ccc(Cl)cc3)c12,102,3,106,0.6,0,1,46,-12,-1.2
CCOc1cc(NC(=S)NCc2ccco2)c(OCC)cc1NC(=O)C1CC1,103,1,102,1.2,nt,-3,-1,-8,-0.6
COc1ccc2nc(C)cc(SCC(=O)N/N=C/c3cccc4ccccc34)c2c1,101,9,100,0.4,37,-6,33,-14,0.2
COc1ccc(-c2nnsc2N2C(=O)c3ccccc3C2=O)cc1,97,-5,98,0.4,-5,-2,16,-9,1.9
COc1ccc(CCNC(=O)C2CCN(S(=O)(=O)N3CCOCC3)CC2)cc1OC,106,9,103,0.6,-7,3,21,-10,0.2
O[C@H]1COC2C1OC[C@@H]2O (some centres not stated),96,1,98,0.7,25,-4,13,-6,-0.7
O=C(CSc1n[nH]c(=O)n1-c1ccc2c(c1)OCCO2)Nc1ccccc1,98,-2,102,0.6,7,2,49,-11,0.1
COc1ccc(-c2n[nH]c(C)c2-c2cc(OC)ccc2O)cc1,93,-3,95,1.6,-5,-3,10,2,3.9
COc1ccc(C(NC(N)=O)c2ccccc2)cc1 (configuration not stated),97,-1,100,0.7,12,-3,11,-1,2.1
COc1cccc(C(=O)Nc2c(F)cccc2F)c1,98,6,101,-0.5,-12,-1,32,-2,-1.1

Continuation.
canonical_smiles,MEKK2 WT-MEK5,MEKK2mut PB1 HTS,MEKK3 PB1 HTS,V1aR counter,NALP1 inh,GalR3 antagonist,PHOSPHO1 block,GPR7 antagonist,OXTR agonist
CCN(CC)C(=O)N1CCC(NC(=O)c2ccccc2)CC1,95,-1,91,1.0,-5,2,10,-2,1.1
C#CCOCCOCCOCCNc1nc(N2CCN(C(=O)[C@H](CCCCN)n3cc(C(N)[C@H](C)CC)nn3)CC2)nc(N2CCN(C(=O)[C@H](CCC(=O)O)n3cc(C(N)[C@H](C)CC)nn3)CC2)n1 (some centres not stated),106,1,100,-0.3,19,nt,14,-11,0.7
CC(C)(C)c1cnnn1-c1ccc(NC(=O)c2ccc3c(c2)OCO3)cc1,95,-9,98,2.3,28,-6,0,-4,1.9
COC(=O)c1ccc(C(C2C(=O)CC(C)(C)CC2=O)C2C(=O)CC(C)(C)CC2=O)cc1,94,-12,89,0.2,-3,-3,12,-8,0.3
Fc1cccc(Nc2nc(N3CCOCC3)nc(N3CCOCC3)n2)c1,97,-4,95,-1.3,-7,-10,3,1,-1.8
COc1cccc(CNC(=O)CCC(=O)N2CC(C)Oc3ccccc32)c1OC (configuration not stated),97,2,100,0.0,8,nt,7,-9,-1.1
C=CCc1ccccc1OCC(O)CN(CC)CC (configuration not stated),133,16,103,-0.6,7,-13,2,-8,-1.2
CCn1c(SCC(=O)Nc2cccc(C)c2)nc2c(c1=O)SC(C)C2 (configuration not stated),115,10,115,0.2,16,4,-59,-4,-1.2
O=C(CSc1nnc2n1CCCN2)c1ccccc1,99,-2,101,0.4,-1,-1,3,0,-0.1
O=C1Nc2ccccc2N=C(c2ccccc2)C1Br (configuration not stated),97,-6,103,1.2,18,0,44,-3,0.2
CC(C)(C)[C@H]1C=C(C(=O)O)O[C@@H](OCc2ccc(CO)cc2)C1,105,2,101,1.1,nt,-6,nt,nt,1.2
CSc1nc(NCc2ccco2)c2c3c(sc2n1)CN(C)CC3,103,9,98,0.5,12,nt,-12,-5,0.2
CCOC(=O)C1=C(C)Nc2ccccc2S1,92,0,97,-2.6,nt,-2,-1,2,-0.1
O=C(O)CSc1nnc(COc2ccc([N+](=O)[O-])cc2)n1-c1ccccc1,77,-9,89,0.3,-4,10,41,-3,1.6
O=c1cc(CSc2nnc(COc3ccc(Cl)cc3)o2)c2ccccc2[nH]1,100,1,105,-0.7,5,-5,-18,-16,-2.4
COc1c(Br)cc([N+](=O)[O-])c(OC)c1C(=O)NC(=O)Nc1cc(Cl)cc(Cl)c1,97,-15,92,6.5,nt,-1,18,-1,-1.9
COc1ccc(C)cc1S(=O)(=O)N1CCC(C(=O)N2CCN(C)CC2)CC1,117,7,109,1.1,18,-4,5,0,0.2
CCN(CC)CCN1C(=O)C2C(C(=O)Nc3ccc(C(C)C)cc3)C3C=CC2(O3)C1C(=O)NC1CCCCC1 (configuration not stated),108,3,103,-0.5,16,-1,39,-12,-1.2
Cc1cc(C)n2c(SCC#N)nnc2n1,97,5,97,1.4,16,2,18,-8,0.0
Cc1ccc(CCNC(=O)c2coc3nc4ccccc4nc23)cc1,nt,nt,nt,-0.4,6,-3,4,-9,0.1

3 compounds picked at random from the list so far:
canonical_smiles,MEKK2 WT-MEK5,MEKK2mut PB1 HTS,MEKK3 PB1 HTS,V1aR counter,NALP1 inh,GalR3 antagonist,PHOSPHO1 block,GPR7 antagonist,OXTR agonist
O=c1cc(CSc2nnc(COc3ccc(Cl)cc3)o2)c2ccccc2[nH]1,100,1,105,-0.7,5,-5,-18,-16,-2.4
CCOC(=O)C1=C(C)Nc2ccccc2S1,92,0,97,-2.6,nt,-2,-1,2,-0.1
CC(C)(C)c1cnnn1-c1ccc(NC(=O)c2ccc3c(c2)OCO3)cc1,95,-9,98,2.3,28,-6,0,-4,1.9

(more compounds)
canonical_smiles,MEKK2 WT-MEK5,MEKK2mut PB1 HTS,MEKK3 PB1 HTS,V1aR counter,NALP1 inh,GalR3 antagonist,PHOSPHO1 block,GPR7 antagonist,OXTR agonist
Cc1ccc(S(=O)(=O)NCC(=O)OCC(=O)c2ccc(Br)s2)cc1,106,2,108,1.4,14,-2,-6,11,0.7
[N-]=[N+]=N[C@@H](CCN1CC[C@H](NC(=O)OCc2ccccc2)CCC1=O)c1ccccc1,97,-1,98,1.2,21,-2,15,10,1.8
COc1cccc(CNc2ccc(C(=O)O)cc2)c1OCc1ccccc1,101,5,101,5.0,13,-6,44,0,6.9
CNC(=S)NNC(=O)CCn1nc(C)c(Br)c1C,92,-3,90,0.9,2,-8,-46,2,-0.3
CC(=O)N1CCN(c2ccccc2NC(=O)c2cccs2)CC1,103,3,100,0.1,7,-3,3,2,-0.9
CCOc1cc(C(=O)OCC(=O)Nc2cc(C)on2)cc(OCC)c1OCC,104,2,105,0.0,0,-4,10,0,-1.9
Cc1ccc(N2C(=O)[C@@H]3C(C(=O)CN4C(=O)c5ccccc5C4=O)=NN[C@@H]3C2=O)c(C)c1,nt,nt,nt,8.9,32,-7,20,-1,-0.5
CCn1c(SCC(=O)N2CCCC2)nnc1-c1ccco1,108,9,106,-0.4,9,-4,20,-7,0.0
O=C1OCCC1N1C(=O)c2ccccc2S1(=O)=O (configuration not stated),nt,nt,nt,-0.9,-11,1,-11,-6,1.3
COC(=O)C(NC(C)=O)(Nc1nc2c(C)cc(C)cc2s1)C(F)(F)F (configuration not stated),102,0,98,1.2,3,-8,28,1,0.9
O=C1CCCCN1CC(=O)N1CCCC(Nc2ccc(F)c(F)c2)C1 (configuration not stated),96,3,96,0.6,13,-1,40,-2,0.8
COc1ccc2[nH]c(O)c(NC(C)=O)c2c1,101,-1,96,0.9,5,0,10,-14,-0.2
